Compound activity deposited in PubChem BioAssay by National Center for Advancing Translational Sciences (NCATS).
CBFb-RUNX1 inh: CBF-beta/RUNX1 interaction disruption; AlphaScreen CBFb-His/RUNX1-biotin binding, biochemical; 230,000 tested, under 10 active; Potency, µM (highest dose often 59.8 µM), without a hit: top-dose activity, negative = inhibition, usual class: inhibitors; AID 1477; Q01196+Q13951; also: % of control where 0% means no effect
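Read-out: AlphaScreen. Format: His-CBF-beta with biotinylated RUNX1 (30 nM each) preincubated 20 min, compound 15 min, Ni-chelate plus streptavidin beads 90 min; room temperature throughout.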
aGal spleen mod: inhibits or activates alpha-galactosidase in human spleen homogenate | P06280 | human spleen homogenate, 4MU-alpha-Gal fluorescence, 40 min | Potency, µM (series often up to 80 µM), without a hit: at the highest dose activity change, negative = inhibition, usual class: inhibitors | 240,000 tested, 0.008% active;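 also: potency is read from the fitted curve at half-maximal effect; 0% = enzyme with vehicle and -100% = no enzyme basal signal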
Target sequence (P06280 32-429 limits assumed): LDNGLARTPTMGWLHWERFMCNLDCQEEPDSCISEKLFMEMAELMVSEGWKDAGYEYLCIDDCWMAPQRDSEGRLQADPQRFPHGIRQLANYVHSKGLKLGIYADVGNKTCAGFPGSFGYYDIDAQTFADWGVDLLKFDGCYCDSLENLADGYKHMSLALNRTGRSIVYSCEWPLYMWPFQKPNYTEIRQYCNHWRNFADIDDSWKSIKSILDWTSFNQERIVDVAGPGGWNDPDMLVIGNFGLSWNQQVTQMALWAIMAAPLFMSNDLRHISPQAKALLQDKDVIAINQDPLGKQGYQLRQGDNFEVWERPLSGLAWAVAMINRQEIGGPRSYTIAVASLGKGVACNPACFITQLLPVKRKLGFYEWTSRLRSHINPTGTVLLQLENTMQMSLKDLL
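qHTS titration in buffer at pH 5.0. Alpha-galactosidase activity in spleen homogenate was measured via 4-methylumbelliferone release from 1 mM fluorogenic substrate after 40 min at 37C and a pH 10 stop. AC50 came from Hill fits of control-normalized data.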
Tau FP inhib: tau fibrillization inhibition (FP) | K18 P301L tau heparin fibrillization, Alexa594 FP, 6 h | 280,000 tested, 0.39% active | AID 1468 | P10636 | Potency, µM (doses to about 57.7 µM), without a hit: top-dose activity, negative = inhibition, actives largely listed as inhibitors; also: potency is read from the fitted curve at half-maximal effect; % is scaled to controls: 0 for no effect and ±100 for the full control effect; nearly all actives have a fitted effect of over 55% in size
Target sequence (P10636 561-689 P618L limits assumed): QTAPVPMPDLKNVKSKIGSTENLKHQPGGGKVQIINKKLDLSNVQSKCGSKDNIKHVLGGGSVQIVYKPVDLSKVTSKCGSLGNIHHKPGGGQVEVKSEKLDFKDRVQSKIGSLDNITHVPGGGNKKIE
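Recombinant K18 P301L […], labeled with Alexa 594 at 0.24 uM over 15 uM unlabeled; heparin inducer 20 uM final; 37 C, 6 hr; FP endpoint.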
Epigenetic reg: derepresses silenced GFP reporter in murine cells. murine LDR cells, GFP reporter derepression, 30 h. Potency, µM (series often up to 53.9 µM), for inactives: at the highest dose GFP activation, hits mostly activators. 280,000 tested, 0.2% active; also: potency is read from the fitted curve at half-maximal effect; % of control where 0% means no effect; nearly all actives have a fitted effect of over 60% in size
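Derepression of a silenced CMV-GFP reporter in murine LDR cells is scored by enumerating GFP-positive cells with a laser-scanning microplate cytometer after 30 hours of treatment at 37 C.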
Tau fluor counter: counter-screen for tau fibril formation inhibitors | tau K18 P301L Alexa594 fluorescence, heparin fibrillization | Potency, µM (titrated, usually from 57.7 µM), for inactives: top-dose activity change, negative = decrease | 280,000 tested, 0.93% active; also: potency is read from the fitted curve at half-maximal effect; % is scaled to controls: 0 for no effect and ±100 for the full control effect; nearly all actives have a fitted effect of over 55% in size
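Human tau K18 P301L (15 uM unlabeled, 0.24 uM Alexa 594-labeled) in 100 mM sodium acetate pH 7 with 20 uM heparin, 6 hr at 37 C. ThT 30 uM added, 1 hr ambient; Alexa 594 FP and total fluorescence read at 555/632 nm.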
TexasRed fluor: counter-screen for TRb-SRC2 inhibitors: fluorescence interference | Potency, µM (titrated, usually from 106 µM), without a hit: at the highest dose fluorescence change, negative = quenching | TRb/SRC2 Texas Red total fluorescence interference | 280,000 tested, 0.29% active | AID 1479; active = well fitted curve in either direction with a large enough effect; inconclusive = small, poorly fitted or top-dose-only effect; also: potency is read from the fitted curve at half-maximal effect; % is scaled to controls: 0 for no effect and ±100 for the full control effect
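Human TRb ligand-binding domain at 0.6 uM with 20 nM Texas Red SRC2 peptide in Tris buffer containing 1 uM T3 and 5% DMSO, incubated with compound 5 h at ambient temperature. Total fluorescence (555/632 nm) calculated as parallel + 2 × perpendicular.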
NPSR antagonist: neuropeptide S receptor (human) antagonism, cAMP; Q6W5P4; CHO-NPSR cells, cAMP TR-FRET, antagonist mode; Potency, µM (highest dose often 38.3 µM), without a hit: at the highest dose activity change, negative = inhibition, usual class: inhibitors; 220,000 tested, 1% active; also: potency is read from the fitted curve at half-maximal effect; % is scaled to controls: 0 for no effect and ±100 for the full control effect; nearly all actives have a fitted effect of over 50% in size; many of its hits are not listed in these tables
TRb SRC2 PPI: TRbeta-SRC2 interaction inhibition. TRbeta-SRC2 peptide binding, fluorescence polarization; receptor liganded with 1 µM T3. P10828. 280,000 tested, 0.065% active. Potency, µM (titrated, usually from 106 µM), without a hit: at the highest dose activity change, negative = inhibition, hits mostly inhibitors;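 also: potency is read from the fitted curve at half-maximal effect; plate controls were bound peptide for no effect and peptide without receptor for full effect; nearly all actives have a fitted effect of over 50% in size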
Target sequence (P10828 whole entry, looked up): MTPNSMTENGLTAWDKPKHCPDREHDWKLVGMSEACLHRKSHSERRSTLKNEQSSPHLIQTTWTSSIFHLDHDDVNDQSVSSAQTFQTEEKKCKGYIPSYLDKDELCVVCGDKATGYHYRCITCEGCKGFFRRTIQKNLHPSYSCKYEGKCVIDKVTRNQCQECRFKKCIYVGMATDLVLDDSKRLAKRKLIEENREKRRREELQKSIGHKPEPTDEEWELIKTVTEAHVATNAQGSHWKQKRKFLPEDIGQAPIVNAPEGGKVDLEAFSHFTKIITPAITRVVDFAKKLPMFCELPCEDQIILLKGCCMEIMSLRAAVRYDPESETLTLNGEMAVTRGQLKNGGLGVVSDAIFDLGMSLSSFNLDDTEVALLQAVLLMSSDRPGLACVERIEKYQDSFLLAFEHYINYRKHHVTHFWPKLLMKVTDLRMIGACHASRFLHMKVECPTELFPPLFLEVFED
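Compounds were added to 0.6 uM TRb ligand-binding domain and 20 nM Texas Red-labeled SRC2 peptide in Tris buffer containing 1 uM T3, incubated 5 hr at ambient temperature, then read by fluorescence polarization.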
Starred values were filed as active, the others as inactive; u = inconclusive; x = no result given; & = joins results of further samples; [ ] = dose if it differs, or a comment. Unless noted, calls follow the shape of the dose curve; as a rule, active = well fitted curve in the direction sought with a large enough effect; inconclusive = small, poorly fitted or top-dose-only effect, or another doubt; inactive = no such curve, though single readings can be large; an effect the other way counts as inactive or inconclusive. Only part of the results is shown (hit frequency here may not be typical).

SMILES	CBFb-RUNX1 inh	aGal spleen mod	Tau FP inhib	Epigenetic reg	Tau fluor counter	TexasRed fluor	NPSR antagonist	TRb SRC2 PPI
COc1ccc(CNC(=O)c2csnn2)cc1	3%	2%	-3%	-4.0%	-4%	0%	-19%[7.67 µM]	9%
O=C(NNS(=O)(=O)c1ccccc1[N+](=O)[O-])c1ccccc1Cl	15%	-5%	-7%	0.0%	-11%	-1%	2%	-6%
COc1ccc(N(C)S(=O)(=O)c2ccc(Cl)c(C(=O)NCCc3ccc(Cl)cc3)c2)cc1	11%	5%	0%	1.3%	-29%	-2%	-44%	5%
Cc1ccc(C(=O)Nc2cc(-c3ccn[nH]3)c(C)n(N)c2=O)cc1	23%	-4%	2%	1.1%	6%	0%	-1%	-3%
O=C(Nc1cccc(NC(=O)c2ccc(-c3ccc(Br)cc3)o2)c1)c1ccccc1	3%	5%	-1%	u	-26%	-5%	-9%[46.1 µM]	-4%
Cc1cccc(NC(=O)C2CCCN2S(=O)(=O)c2ccc3c(c2)n(C)c(=O)c(=O)n3C)c1 (stereo not given)	2%[2.36 µM]	0%	-5%&-2%	-2.0%&-0.4%	-7%&-7%	1%&-1%	4%	-3%&1%
COc1ccc(N=C(N)SCc2ccccn2)cc1	-19%	9%	-4%	7.2%	-16%	-2%	4%	0%
Cc1cc(C)n(-c2ncnc3c2oc2ccccc23)n1	5%	-4%	9%	0.8%	5%	1%	5%[46.1 µM]	0%
COc1ccc(-c2noc(=O)n2CC(=O)N2CCC(Cc3ccccc3)CC2)cc1	7%	-6%	5%	-0.3%	-14%	-2%[53 µM]	16%	-4%[53 µM]
CCCCn1ccc(O)c(Cc2ccc(F)cc2)c1=O	3%	-3%	-1%	0.3%	-10%	-4%	u	-1%
COCCOC(=O)C1=C(C)NC(=O)NC1c1cn(-c2ccccc2)nc1-c1cccs1 (stereo not given)	0%	6%	-5%	1.5%	-3%	-2%	-4%[46.1 µM]	3%
Cc1ccc(CN2C(=O)CC(c3ccc(Cl)cc3)c3c(C)nn(-c4nc(C)cc(C)n4)c32)cc1 (stereo not given)	x	x	-8%	-0.8%	-7%	4%	x	-8%
O=C(NC1CCCCCC1)C1CCN(C(=O)Cc2ccccc2)CC1	3%	-2%	4%	-0.1%	-1%	3%	1%[46.1 µM]	-2%
Cc1ccccc1CN1CCN(CC(=O)NCc2ccco2)C1=O	4%	u	-6%	-1.1%	-3%	2%	0%[46.1 µM]	-13%
Cc1cc(NC(=O)Cn2cnc3c2c(=O)n(C)c(=O)n3C)n(-c2ccccc2)n1	22%	6%	2%	0.0%	3%	-2%	-1%[46.1 µM]	-5%
Cc1ccc(C(NC(=O)NC(C)c2ccccc2)C(Cl)(Cl)Cl)cc1F (stereo not given)	7%	7%	-10%	0.0%	-20%	0%	-55%	1%
Cc1ccc(C(=O)COC(=O)C2C3C=CC(C3)C2C(=O)OCC(=O)c2ccc(C)c(C)c2)cc1C (stereo not given)	7%	4%	6%	-0.6%	-14%	2%	-20%[46.1 µM]	-3%
Cc1ccc(-c2nc(C(=O)N3CCN(c4ccccc4)CC3)c3n2CCCCC3)cc1	x	x	u	1.4%	4%	8%	x	3%
CCOC(=O)c1cc(-c2ccco2)nc2c1c(C)nn2CCC#N	8%	28%	-6%	0.0%	-7%	1%	-15%[46.1 µM]	-6%
COc1ccc(C(=O)Nc2cccc(-c3nc4cccnc4s3)c2C)c(OC)c1	x	x	-3%	1.2%	-6%	100µM*[quencher]	x	-13%
Cc1cnc(NS(=O)(=O)c2ccccc2)c(Br)c1	5%	2%	6%	3.0%	6%	0%	7%	2%
COc1cc(/C=N/NC(=O)CCn2nc(C)cc2C)ccc1O	2%	6%	0%	0.8%	4%	0%	13%	9%
CC1=C(C(N)=O)C(c2cccs2)n2ncnc2N1 (stereo not given)	17%	4%	-4%	-2.4%	-24%	-2%	8%	-3%
Cn1c(=O)c2c(-c3ccc(Cl)cc3)n(Cc3ccc(Cl)cc3)cc2n(C)c1=O	x	x	-11%	-2.9%	-18%	-26%	x	-3%
O=C(COC(=O)c1c[nH]c(=O)[nH]c1=O)NCc1ccccc1	1%	1%	-4%	-1.0%	-6%	-3%	7%[46.1 µM]	-2%
The list goes on:
SMILES	CBFb-RUNX1 inh	aGal spleen mod	Tau FP inhib	Epigenetic reg	Tau fluor counter	TexasRed fluor	NPSR antagonist	TRb SRC2 PPI
CCOCCCNC(=O)CN1C(=O)/C(=C/c2ccccc2C)Sc2ccccc21	2%	-1%	3%	0.1%	-14%	-2%	-38%	1%
CCOC(=O)c1cnn(-c2nc(OC)cc(OC)n2)c1C(F)(F)F	11%	-3%	-5%	-0.9%	-3%	1%	1%	-3%
CC(=O)Nc1ccc(S(=O)(=O)Nc2ccc(N3CCOCC3)cc2)cc1	5%	0%	8%	-1.0%	1%	-1%	-2%[46.1 µM]	-13%
Cc1ccccc1-c1cncnc1NC1CCNCC1	x	3%	-3%	0.5%	-1%	0%	x	-1%
COc1cc2nc(SCC(=O)NCCc3ccccc3)n(Cc3ccco3)c(=O)c2cc1OC	0%	1%	-5%	-1.0%	-3%	0%	-19%[46.1 µM]	-4%
CC(=O)NCCC(=O)Nc1nc(C)c(Cc2ccc3c(c2)OCO3)s1	3%	-10%	4%	-1.3%	11%	-1%[53 µM]	6%	-8%[53 µM]
Cc1cc(C)c(S(=O)(=O)OC[C@H]2C=CC[C@@H](CCC[C@H]3O[C@H](C(=O)OC(C)C)CC[C@@H]3C)O2)c(C)c1	9%	14%	3%	-1.1%	-1%	-1%	x	10%
COc1ccc(CCNC(=O)COc2ccc(C)nc2[N+](=O)[O-])cc1OC	7%	6%	-4%	-2.5%	-4%	1%	21%	2%
O=C(COc1ccc2ccccc2c1)NNC(=O)c1ccc([N+](=O)[O-])cc1	-15%	-3%	11%	-7.2%	u	u	-11%	u
CC(=O)Nc1ccc(C(=O)N/C(=C\c2ccccc2)C(=O)Nc2cccc(C(=O)O)c2)cc1	1%	-2%	0%	1.4%	-7%	1%	1%[7.67 µM]	1%
Cc1ccc(CN2C(=O)C(=O)c3cc(Br)cc(C)c32)cc1	x	x	u	-0.7%	u	-4%	x	8%
CCOC(=O)CCCNC(=O)COC(=O)c1cc(C)cc(C)c1	4%	10%	-3%	-1.0%	-2%	-1%	-13%[46.1 µM]	-5%
Cc1cccc(C)c1NC(=O)CCCSc1nc2ccccc2s1	1%	-4%	-6%	-1.3%	-1%	1%	-7%	-1%
O=C(Nc1ccccc1C(=O)O)c1cccc(S(=O)(=O)N2CCCC2)c1	x	x	-2%	-1.6%	-5%	-7%	x	-1%
COC(=O)CN1C(=O)CSc2ccc(S(=O)(=O)Nc3c(C)cc(C)cc3C)cc21	x	x	-6%	-0.4%	-8%	-1%	x	2%
COc1c(C)cc(C(=O)C2CCCN(Cc3cnc(N4CCOCC4)s3)C2)cc1C (stereo not given)	-1%	5%	13%	-1.5%	1%	-1%	-4%	-3%
CCCCc1nc(SCC(=O)Nc2ccc(S(N)(=O)=O)cc2)n[nH]1	8%	-7%	3%&-1%	-1.1%&0.5%	1%&-9%	1%&-2%	-12%[46.1 µM]	2%&1%
Cc1cc(C)cc(-n2ccnc2SCC(=O)Nc2nccs2)c1	-10%	3%	-4%	-1.8%	-12%	-4%	15%[46.1 µM]	-1%
C#CC(C)OC(=O)c1nnc2c3ccccc3n(COC)c2n1 (stereo not given)	12%[13.1 µM]	-3%[17.5 µM]	-9%[11.6 µM]	1.1%[10.1 µM]	-10%[11.6 µM]	-3%[11.2 µM]	x	7%[11.2 µM]
Cc1ccc(NC(=O)O[C@@H]2C(=O)c3cc(Br)ccc3O[C@H]2c2ccc3c(c2)OCO3)cc1Br	-3%	-6%	-2%	-2.2%	-17%	-1%	x	1%
Cc1ccc(-n2c(SCC(=O)NCc3ccco3)nc3nc4c(cc3c2=O)COC(C)(C)C4)cc1	11%	7%	u	-1.8%	-9%	3%	-9%[46.1 µM]	-13%
Fc1cccc(NCc2ccoc2)c1	-5%	1%	11%	-4.8%	-4%	-3%	14%[46.1 µM]	-9%
COc1ccccc1C(=O)Nc1ccc(S(=O)(=O)Nc2ncccn2)cc1	x	x	7%	-3.2%	-2%	6%	x	-7%
CCOCCc1c(O)nc(SCC)[nH]c1=O	9%	9%	-3%	-1.5%	8%	0%	6%	-2%
COc1ccc(OCc2nnc(SC(C)C(=O)Nc3nccs3)n2-c2ccccc2)cc1 (stereo not given)	5%	3%	-10%	5.5%	-16%	-7%	-10%[46.1 µM]	2%
Continued.
SMILES	CBFb-RUNX1 inh	aGal spleen mod	Tau FP inhib	Epigenetic reg	Tau fluor counter	TexasRed fluor	NPSR antagonist	TRb SRC2 PPI
O=C(CCCOc1ccc(Cl)cc1Cl)NNC(=O)C1CCC1	12%	-4%	1%	-3.1%	-1%	1%	1%	5%
CCc1ccc(-n2nc(C)c3c(C)cc(=O)n(CC(=O)N4CCCc5ccccc54)c32)cc1	x	x	0%	0.8%	-19%	0%	x	-3%
Cc1nc(-c2cccnc2)sc1C(=O)Nc1ccc(F)cc1F	3%	1%	-2%	0.9%	-2%	0%	-16%[46.1 µM]	-2%
Cc1nn(C)cc1/C=C/C(=O)c1ccc(O)cc1	5%	-8%	-5%	0.9%	-11%	-4%	11%	5%
COc1ccc(N2CCN(C(=O)CN(C3CCCCC3)S(C)(=O)=O)CC2)cc1	5%	-1%	16%	2.1%	6%	-3%	-4%	6%
COc1cccc(C(=O)c2c[nH]c(C(=O)NCCCN3CCOCC3)c2)c1	-1%	0%	7%	-2.4%	7%	-4%	-3%	-6%
O=C(Cn1ncc2c(=O)oc3ccccc3c21)NCCC1=CCCCC1	2%	0%	-1%	-1.1%	-18%	-1%	u	-2%
